Screening results from PubChem BioAssay.
m5-HT2A agonist: agonists of mouse serotonin 5-HT2A receptor (HTR2A); AID 624169; P35363; activation, % at 7.6 µM; actives 0.66% (n = 360,000); CHO-K1 mHTR2A beta-arrestin complementation, luminescence; percent of 30 µM serotonin response;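 active = activation above a run cutoff, the mean activation of all tested compounds plus 3 SD, cut at about 14% in these data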;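 also: 0% = plate median of compound wells and 100% = 30 µM serotonin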
Target sequence (P35363 whole entry, looked up): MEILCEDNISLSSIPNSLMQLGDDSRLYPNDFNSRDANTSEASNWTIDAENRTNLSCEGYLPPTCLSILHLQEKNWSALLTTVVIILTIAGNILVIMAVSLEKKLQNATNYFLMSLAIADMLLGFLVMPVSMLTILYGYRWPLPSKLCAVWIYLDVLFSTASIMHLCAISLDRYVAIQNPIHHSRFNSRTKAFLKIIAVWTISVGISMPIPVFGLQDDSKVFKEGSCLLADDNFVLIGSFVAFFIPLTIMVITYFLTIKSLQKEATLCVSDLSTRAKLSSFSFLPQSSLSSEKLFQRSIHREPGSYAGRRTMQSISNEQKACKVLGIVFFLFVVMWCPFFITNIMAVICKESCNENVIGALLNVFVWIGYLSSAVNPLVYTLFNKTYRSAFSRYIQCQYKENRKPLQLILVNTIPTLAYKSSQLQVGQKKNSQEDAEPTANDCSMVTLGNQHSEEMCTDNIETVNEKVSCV
H9c2 protect: myocardial damage modulation in H9c2 cells; H9c2 cardiomyocytes, H2O2 injury protection, ATPLite, 2 h; protection from H2O2 cell death, % at 20 µM; actives 0.63% (n = 360,000); AID 588492;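 active = compounds giving at least 50% protection of heart cells from peroxide-induced death in the single-dose screen, raw or plate-pattern-corrected value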;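 also: 0% = DMSO wells with peroxide and 100% = DMSO wells without peroxide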
CaV13 FRET inh: Primary screen for inhibitors of IQ motif and Ca2+-dependent inactivation inhibitor domain binding in CACNA1D, Förster resonance energy transfer in living cells, …. actives 0.098% (n = 340,000). HEK cells, CFP/YFP FRET ICDI-IQ, plate reader, 10 min; percent FRET-ratio fall versus neutral wells. inhibition, % at 12.3 µM. AID 743397;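 active = mean replicate inhibition of at least 30% and at least 1% of replicates passing that level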;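 also: 0% = median of the neutral control wells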
MC4R ag barr: agonists of human melanocortin 4 receptor (MC4R) beta-arrestin; U2OS MC4R beta-arrestin complementation, luminescence; percent of melanotan II response, DMSO zero; P32245; actives 0.98% (n = 360,000); AID 540308; activation, % at 8.9 µM;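 active = activation above a per-plate cutoff, the mean activation of sample wells on that plate plus 3 SD, cut at about 8% in these data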
Target sequence (P32245 whole entry, looked up): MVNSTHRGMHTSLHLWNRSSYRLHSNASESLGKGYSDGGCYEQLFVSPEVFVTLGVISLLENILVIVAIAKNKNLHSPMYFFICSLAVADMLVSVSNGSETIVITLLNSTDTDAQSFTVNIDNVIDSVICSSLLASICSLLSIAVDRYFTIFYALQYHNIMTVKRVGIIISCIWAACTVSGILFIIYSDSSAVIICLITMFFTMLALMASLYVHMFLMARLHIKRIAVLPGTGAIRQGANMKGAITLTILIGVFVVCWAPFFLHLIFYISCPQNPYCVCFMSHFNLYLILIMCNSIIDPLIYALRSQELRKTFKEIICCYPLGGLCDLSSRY
ABCB6 inh MLPCN: inhibitors of human ABC transporter ABCB6 | actives 0.19% (n = 360,000) | Q9NP58 | fluorescence ratio to DMSO, % at 10 µM | K562-ABCB6 porphyrin accumulation, flow cytometry, 1 h; stronger effect = lower value;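 active = fluorescence ratio to DMSO below 75%, the collection mean minus 3 SD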;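 also: signal is porphyrin accumulated inside mitochondria; 100% equals median channel fluorescence of DMSO control wells; lower ratio means ABCB6 inhibition with less porphyrin fluorescence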
MC4R antagonist: blocks human MC4R cAMP signaling; P32245; MC4R-expressing cells, MTII-stimulated cAMP, LANCE TR-FRET; inhibition, % at 6.5 µM; actives 0.48% (n = 360,000);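 active = inhibition above its plate's cutoff, the mean of tested wells on that plate plus 3 SD, cut at about 29% in these data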;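 also: 0% = Melanotan II alone and 100% = Melanotan II plus saturating MCL0020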
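Assay system: U2OS cells stably expressing human melanocortin 4 receptor (MC4R) / Dosing: 6.5 µM / Timing: compound 30 min, challenge 1 h, detection 1 h / Measured by: Eu-cAMP/anti-cAMP TR-FRET, emission 671 nm / Replicates: singlicate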
aDG glyco act: alpha-DG glycosylation activation. Pro5-aDG cells, alpha-DG glycosylation AlphaScreen (IIH6); 0% Pro5, 100% B10-LARGE cell signal. activation, % at 10 µM. actives 0.22% (n = 360,000). AID 624168;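 active = activation of at least 8% versus controls, or a plate z-score of at least 8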;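 also: Pro5 are CHO cells carrying HIG-tagged alpha-DG that lacks glycosylation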
PDI turbidity: blocks human protein disulfide isomerase activity; inhibition, % at 10 µM; P07237; actives 0.052% (n = 350,000); PDI insulin aggregation turbidity, A650, 90 min;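 active = mean inhibition across replicates of 30% or more, whatever share of single replicates reach that level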;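 also: absorbance from insulin aggregation driven by PDI reduction with DTT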
Glyco luc inh: N-linked glycosylation inhibition | actives 0.23% (n = 360,000) | reporter increase, % at 12.5 µM | D54 ERlucT glycosylation luciferase reporter, 24 h; percent of 100 nM tunicamycin response;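 active = mean luciferase reporter signal, scaled so untreated is 0 and the glycosylation-blocking control 100, at or above a set limit in every replicate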;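 also: luciferase carries N-glycosylation sites so blocking glycosylation raises the light; 0% = median of neutral control wells and 100% = median of 100 nM tunicamycin wells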
Vif imaging: inhibitors of HIV Vif; HEK293T cells, Vif self-association by quenched fluorescence, imaging, 24 h; inhibition, % at 7.49 µM; actives 0.35% (n = 340,000); AID 602346; in the data active = inhibition above about 50%, passing the limit was not always enough; also: some results filed as inactive read as strong as hits
Starred values were filed as active, the others as inactive; x = no result given.

1. COc1ccc(N=C2C=CC(=O)O2)cc1
2. O=C(N/N=C/c1ccc(OC(=O)c2ccc3c(c2)OCO3)cc1)c1cncc(Br)c1
3. O=C(c1ccc(Br)o1)N1CCN(CCOc2ccccc2)CC1
4. O=C(Nc1ccc(N2CCOCC2)c2nonc12)C1CCCC1
5. C=CCOc1c(Br)cc(CNn2c(C)n[nH]c2=S)cc1OC
6. O=C(COc1cccc2ccccc12)Nc1cc(Cl)ccc1C(=O)O
7. COC(=O)c1c(C(=O)OC)c(-c2cccc(C)c2)n2c1CS(=O)(=O)C2
8. COC(=O)C1=C(C)N(c2cccc(Cl)c2)C(=O)C1

entry no. | 1 | 2 | 3 | 4 | 5 | 6 | 7 | 8
m5-HT2A agonist | -9 | 1 | -1 | -7 | -2 | -2 | 5 | 2
H9c2 protect | 4 | 0 | -8 | 8 | 6 | -2 | 5 | 5
CaV13 FRET inh | -10 | -3 | -2 | 0 | -2 | x | x | -4
MC4R ag barr | -0.3 | 1.6 | -3.1 | -3.0 | -0.6 | -4.9 | 0.9 | -0.2
ABCB6 inh MLPCN | 94 | 94 | 100 | 94 | 104 | 87 | 100 | 104
MC4R antagonist | 11 | 14 | -5 | 2 | 4 | 10 | 1 | 9
aDG glyco act | 0.3 | 0.0 | 0.0 | -0.4 | -0.1 | 0.0 | 0.6 | 0.1
PDI turbidity | -2 | -9 | 27 | 14 | 11 | -6 | 0 | 1
Glyco luc inh | 2 | 1 | -1 | 0 | -3 | 3 | 4 | x
Vif imaging | 6 | 0 | 12 | 32 | 3 | 2 | -6 | x

9. O=S1(=O)CCN(c2ccccc2CC(c2c[nH]c3ccccc23)c2c[nH]c3ccccc23)CC1
10. Cc1cc(C(=O)NCCCN2CCN(C3CCCCC3)CC2)n(-c2ccccc2)n1
11. NC(=O)c1cccnc1OCC(F)(F)F
12. CC1=C(C(=O)OCCc2ccccc2)C(c2ccsc2)NC(=O)N1C (configuration not stated)
13. CNC(=S)N/N=C(\C)c1ccc(-n2ccnc2)cc1
14. COc1ccc(-n2c(=O)c3ccccc3n(CC(=O)Nc3ccccc3OC)c2=O)cc1
15. Cc1ccc(C(=O)CN2C(=O)NC3(CCc4ccccc43)C2=O)c(C)c1 (configuration not stated)
16. CCn1ccnc1[C@@H]1C[C@H]2CN(Cc3cccc(Cl)c3)C(=O)[C@]23CCCN13

entry no. | 9 | 10 | 11 | 12 | 13 | 14 | 15 | 16
m5-HT2A agonist | -2 | 4 | 6 | -4 | -1 | 0 | -7 | 1
H9c2 protect | -7 | 19 | 3 | -11 | 2 | -3 | 1 | 4
CaV13 FRET inh | -6 | -7 | -12 | -4 | -4 | 2 | -5 | -5
MC4R ag barr | 0.2 | -0.4 | 2.1 | -2.4 | -2.0 | -1.9 | -1.4 | -1.6
ABCB6 inh MLPCN | 89 | 101 | 104 | 97 | 100 | 100 | 95 | 99
MC4R antagonist | 5 | 3 | 4 | 6 | 5 | 8 | 6 | 4
aDG glyco act | 1.5 | -0.2 | 0.1 | 0.2 | 0.0 | 0.0 | 0.1 | 0.1
PDI turbidity | 19 | 10 | -3 | -2 | 12 | -3 | -7 | 8
Glyco luc inh | 0 | -3 | 1 | -2 | 5 | -1 | 2 | -1
Vif imaging | -9 | 9 | 1 | 0 | -16 | 13 | x | -1

Down the list, from the results shown:
Nos. 13 to 16 in aDG glyco act: 0.0, 0.0, 0.1, 0.1
Nos. 13 to 16 in CaV13 FRET inh: -4, 2, -5, -5
Nos. 13 to 16 in PDI turbidity: 12, -3, -7, 8

2 compounds from above, limited to m5-HT2A agonist and ABCB6 inh MLPCN.
cpd | mol | m5-HT2A agonist | ABCB6 inh MLPCN
10 | Cc1cc(C(=O)NCCCN2CCN(C3CCCCC3)CC2)n(-c2ccccc2)n1 | 4 | 101
15 | Cc1ccc(C(=O)CN2C(=O)NC3(CCc4ccccc43)C2=O)c(C)c1 (configuration not stated) | -7 | 95

The results go on.
17. CCCNS(=O)(=O)c1cc2c3c(c1)C(C)C(=O)N3CCC2 (configuration not stated)
18. Cc1ccc(S(=O)(=O)c2nc(-c3ccccc3)oc2NCCCN2CCOCC2)cc1
19. CCOC(=O)c1c(O)c2cc(Cl)ccc2n(CC)c1=O
20. CN(C(=O)c1ccc(NC(=O)Cc2ccccc2)cc1)c1ccccc1
21. Cc1cccc(OCC(=O)Nc2ccc3c(c2)OCO3)c1C
22. CCOc1ccc(C(CC(=O)O)NC(=O)Cc2ccc(Cl)cc2)cc1 (configuration not stated)
23. CN1C(=O)NC(c2cccc([N+](=O)[O-])c2)C2=C1CC(C)(C)CC2=O (configuration not stated)
24. COc1ccc(N2C(=O)CC(N3CCN(S(=O)(=O)c4ccc(Cl)cc4)CC3)C2=O)cc1 (configuration not stated)

entry no. | 17 | 18 | 19 | 20 | 21 | 22 | 23 | 24
m5-HT2A agonist | 5 | -5 | 1 | -3 | 0 | -1 | 1 | -1
H9c2 protect | -2 | 18 | 5 | -1 | -1 | 0 | 6 | -7
CaV13 FRET inh | -15 | -5 | -1 | -6 | -6 | -5 | -4 | -2
MC4R ag barr | -2.6 | 0.9 | -0.5 | 1.2 | -2.1 | 0.0 | -2.4 | -2.1
ABCB6 inh MLPCN | 94 | 100 | 101 | 98 | 89 | 98 | 95 | 104
MC4R antagonist | 1 | 8 | -1 | 11 | 0 | -2 | 0 | 3
aDG glyco act | 0.1 | -0.2 | 0.0 | 0.2 | -0.3 | 0.0 | -0.1 | -0.1
PDI turbidity | -5 | 7 | 4 | -3 | -2 | 5 | -1 | -3
Glyco luc inh | 0 | 1 | 1 | 0 | -1 | 0 | 2 | 0
Vif imaging | -8 | 0 | -8 | 2 | 6 | 5 | -5 | -2

25. COc1cc(S(=O)(=O)NCC2CCCO2)c(OC)cc1Cl (configuration not stated)
26. CC1CN(C(=O)CCN2C(=O)c3ccccc3C2=O)CC(C)O1 (configuration not stated)
27. CC(C)(C)C(=O)N1CCN(c2ccnc3cc(Cl)ccc23)CC1
28. COc1ccc2oc(=N)c(C(=O)Nc3cccc(C)c3C)cc2c1
29. Cc1cc2nc3c(nc2cc1C)C1(C(=O)N(C)C)CCC3(C)C1(C)C (configuration not stated)
30. CCCn1cnc2cc(NC(=O)c3ccco3)ccc21
31. CCCCN(C(=O)c1cc(=O)[nH]c2ccccc12)c1c(N)n(CCCC)c(=O)[nH]c1=O
32. O=C(N/N=C/c1ccc(Cl)cc1Cl)Nc1ccccc1

entry no. | 25 | 26 | 27 | 28 | 29 | 30 | 31 | 32
m5-HT2A agonist | 5 | -1 | 1 | 6 | 5 | 0 | 3 | -4
H9c2 protect | 9 | 3 | 10 | 1 | 6 | -9 | -2 | -8
CaV13 FRET inh | -1 | -5 | 0 | -3 | -10 | -7 | -5 | -5
MC4R ag barr | -0.5 | -1.4 | 0.0 | -0.2 | 0.1 | 0.8 | -1.4 | 16*
ABCB6 inh MLPCN | 95 | 98 | 101 | 147 | 96 | 95 | 102 | 87
MC4R antagonist | -5 | 6 | 1 | -5 | 5 | -4 | 0 | -4
aDG glyco act | -0.2 | -0.1 | 0.1 | -0.1 | -0.3 | -0.1 | 3.1 | 0.1
PDI turbidity | -4 | -6 | -3 | -1 | -7 | -7 | 3 | -1
Glyco luc inh | 0 | 0 | -4 | 0 | -2 | -11 | 3 | 4
Vif imaging | -7 | 3 | 5 | -1 | 3 | 10 | x | 9

33. CN(C)CCN(C(=O)c1ccc2ccccc2c1)c1nc2cc3c(cc2s1)OCCO3
34. COc1ccccc1OCc1nnc(SCC(=O)N2CCCCC2)o1
35. O=C(N/N=C/c1ccncc1)c1ccc(NC(=O)c2ccc(Cl)cc2)cc1
36. O=C(CN1CCN(c2ccccc2O)CC1)Nc1ccnn1C1CCCC1
37. CCCCNS(=O)(=O)c1ccc2nc(SCC(=O)Nc3cccc(F)c3)[nH]c2c1
38. Cc1ccc(NS(=O)(=O)c2c(C(=O)N3CCCCCC3)c(C)n(C)c2C)c(Cl)c1
39. CSc1nsc(SCCN2C(=O)c3ccccc3C2=O)n1
40. O=C(CC(C(=O)N1CCc2ccccc21)n1ccnc1)N1CCc2ccccc2C1 (configuration not stated)

entry no. | 33 | 34 | 35 | 36 | 37 | 38 | 39 | 40
m5-HT2A agonist | -10 | -1 | -4 | -3 | -6 | -1 | -2 | 4
H9c2 protect | 8 | 2 | 2 | -9 | -10 | 3 | -1 | -1
CaV13 FRET inh | -7 | -7 | 0 | -5 | -4 | -3 | -3 | -6
MC4R ag barr | -1.0 | -1.1 | -3.3 | 3.2 | -2.4 | -3.5 | -1.6 | -1.3
ABCB6 inh MLPCN | 99 | 99 | 95 | 91 | 102 | 102 | 109 | 92
MC4R antagonist | 3 | -2 | 7 | 1 | 9 | 3 | 4 | 0
aDG glyco act | -0.1 | -0.1 | -0.1 | 0.1 | -0.1 | -0.2 | -0.1 | 0.2
PDI turbidity | 4 | -10 | 0 | -12 | 0 | -3 | -2 | 12
Glyco luc inh | -2 | 2 | 1 | -2 | 0 | -1 | 4 | -2
Vif imaging | 8 | -2 | -12 | -18 | -1 | -2 | -2 | 14

41. Cc1cc(C(C)(C)C)cc(S(=O)(=O)NCCc2ccncc2)c1C
42. COc1cccc(OCc2ccc(Cn3nc(NC(=O)NCCc4ccc(OC)c(OC)c4)c4ccccc43)cc2)c1
43. N#Cc1ccc(/C=C\c2nccc3c2[nH]c2ccccc23)cc1
44. COCc1nnc(NC(=O)CS(=O)(=O)Cc2ccccc2)s1
45. CN(CCc1ccccn1)C(=O)c1cccnc1Oc1ccccc1
46. Cc1ccc(C)c(NC(=O)C2=CCN(S(=O)(=O)c3ccc(F)cc3)CC2)c1
47. COc1ccccc1C1C=C(c2ccc(C)cc2)Nc2nnnn21 (configuration not stated)

entry no. | 41 | 42 | 43 | 44 | 45 | 46 | 47
m5-HT2A agonist | 5 | 1 | -3 | 3 | 6 | 0 | 1
H9c2 protect | -4 | 2 | -18 | -1 | 0 | 2 | 6
CaV13 FRET inh | -18 | -7 | 38* | 0 | -4 | -6 | -6
MC4R ag barr | -1.8 | 0.3 | 3.9 | -0.3 | -1.9 | -1.1 | 3.7
ABCB6 inh MLPCN | 85 | 96 | 93 | 89 | 94 | 99 | 93
MC4R antagonist | -1 | 9 | 8 | 7 | -1 | 1 | -2
aDG glyco act | 0.1 | 0.1 | 1.0 | -0.3 | 0.1 | 0.0 | 0.0
PDI turbidity | -13 | -39 | 6 | 5 | -8 | -7 | -1
Glyco luc inh | 0 | -2 | -7 | 1 | -1 | 0 | 1
Vif imaging | 3 | -16 | -8 | 3 | 8 | -9 | -5

No enrichment for hits; overall some 3.6% were active at least once.
